TcdB inh – TcdB glycohydrolase inhibition; P18177; TcdB glycohydrolase enzymatic assay, plate reader; inhibition, % at 9.99 µM; actives 0.24% (n = 350,000); in the data active means inhibition above about 10%
* marks the source's active call; other numbers are inactive results.

SMILES | TcdB inh
COc1ccc(S(=O)(=O)Nc2cccc3c2O[C@H](CN(C)S(=O)(=O)c2c(C)noc2C)[C@@H](C)CN([C@@H](C)CO)C3=O)cc1 | -0.8
C[C@@H]1CCCCO[C@H](CN(C)C(=O)Nc2ccc(F)cc2)[C@@H](C)CN([C@H](C)CO)C(=O)c2cc(NC(=O)Nc3cccc4ccccc34)ccc2O1 | -2.1
OC[C@@H]1[C@@H](c2ccc(C#Cc3cccnc3)cc2)[C@@H]2CN(Cc3ccccc3F)CCCCN12 | 1.1
CNC[C@@H]1Oc2c(NS(=O)(=O)c3cn(C)cn3)cccc2C(=O)N([C@@H](C)CO)C[C@H]1C | -0.1
C[C@@H]1CN([C@H](C)CO)C(=O)c2cc(C#CC(C)(C)O)cnc2O[C@H]1CN(C)C(=O)CC1CC1 | 0.1
CC(C)NC(=O)N1[C@H](CO)[C@@H]2c3ccccc3N(C(=O)C3CCCCC3)C[C@@H]21 | -1.0
CC(=O)N(C)C[C@H]1OCc2ccccc2-c2c(n(C)c3ccccc23)C(=O)N([C@@H](C)CO)C[C@@H]1C | -0.2
C[C@H](NC(=O)C[C@@H]1C[C@H]2c3cc(N(C)C)ccc3O[C@H]2[C@H](CO)O1)c1ccccc1 | -37
O=C(C[C@@H]1CC[C@@H]2[C@H](COC[C@H](O)CN2S(=O)(=O)c2ccccc2)O1)NCc1ccc2c(c1)OCO2 | -0.1
CC(=O)N1CC2(C1)[C@H](c1ccccc1)[C@@H](CO)N2C(=O)c1cnccn1 | -0.1
C[C@H](CO)N1C[C@H](C)[C@H](CN(C)Cc2ccccc2)Oc2c(NC(=O)Nc3ccccc3)cccc2C1=O | -1.5
O=C(N[C@@H]1CC[C@H](CCn2cc(C3(O)CCCC3)nn2)O[C@H]1CO)C1CCOCC1 | -0.2
Cc1noc(C)c1NC(=O)Nc1cccc2c1O[C@H](CN(C)S(=O)(=O)c1cn(C)cn1)[C@H](C)CN([C@H](C)CO)C2=O | -5.5
O=C(C1CCCCC1)N1[C@H](CO)[C@@H]2c3ccccc3N(S(=O)(=O)c3ccccc3)C[C@@H]21 | -0.7
CC(=O)N1[C@@H](CO)[C@@H](c2ccccc2)C12CN(C(=O)Cc1ccccc1)C2 | -0.7
C[C@H](CO)N1C[C@H](C)[C@H](CN(C)Cc2ccncc2)Oc2ncc(C#Cc3cccnc3)cc2C1=O | 0.3
CO[C@@H]1CN(C)C(=O)c2cc(NC(=O)c3cnccn3)ccc2OC[C@H](C)N(CCc2ccccc2)C[C@@H]1C | -0.4
O=C(C1CC1)N1CC2(C1)[C@@H](c1ccccc1)[C@@H](CO)N2Cc1nccs1 | -0.6
CCCNC(=O)C[C@H]1CC[C@@H]2[C@H](COC[C@@H](O)CN2C(=O)Nc2ccc3c(c2)OCO3)O1 | -2.1
C[C@@H]1CCCCO[C@@H](CN(C)Cc2ccc3c(c2)OCO3)[C@@H](C)CN([C@H](C)CO)C(=O)c2cc(NC(=O)C3CCCCC3)ccc2O1 | 1.0
COc1ccc(S(=O)(=O)Nc2ccc3c(c2)C(=O)N(C)C[C@@H](OC)[C@H](C)CN(C)[C@H](C)CO3)cc1 | 0.0
CNC(=O)C[C@H]1CC[C@@H]2[C@H](COc3ccc(NC(=O)Nc4ccc(C)cc4)cc3C(=O)N2C)O1 | 11*
C[C@@H]1CN([C@@H](C)CO)C(=O)c2cccc(NC(=O)Nc3ccccc3)c2O[C@H]1CN(C)S(=O)(=O)c1cn(C)cn1 | 0.0
COCC(=O)N1[C@H](CO)[C@H]2c3ccccc3N(C(=O)NC(C)C)C[C@H]21 | 0.7
CCCNC(=O)N1C[C@H](C)[C@H](OC)CN(C)C(=O)c2ccc(NS(=O)(=O)CC(F)(F)F)cc2OC[C@@H]1C | -0.4
Other entries follow.
SMILES | TcdB inh
Cc1ccc(S(=O)(=O)Nc2cccc3c2O[C@H](CN(C)C(=O)Nc2cccc4ccccc24)[C@@H](C)CN([C@@H](C)CO)C3=O)cc1 | -1.2
CC(C)NC(=O)Nc1ccc2c(c1)C(=O)N([C@@H](C)CO)C[C@@H](C)[C@H](CN(C)C(=O)Nc1ccc(C(F)(F)F)cc1)OCCCC[C@@H](C)O2 | 1.2
COc1ccc(S(=O)(=O)N[C@@H]2CC[C@H](CC(=O)N3CCC(Cc4ccccc4)CC3)O[C@@H]2CO)cc1 | 1.3
Cc1noc(C)c1NC(=O)N(C)C[C@H]1Oc2ccc(NS(=O)(=O)c3ccc(F)cc3)cc2CC(=O)N([C@H](C)CO)C[C@H]1C | 0.2
O=C(C[C@H]1CC[C@@H](NC(=O)Nc2ccc3c(c2)OCO3)[C@H](CO)O1)NCc1ccccc1 | -0.7
C[C@H]1CN([C@@H](C)CO)C(=O)c2cc(Br)cnc2O[C@@H]1CN(C)S(=O)(=O)c1ccc(F)cc1 | -3.4
CNC[C@H]1Oc2ccc(NC(=O)c3ccncc3)cc2C(=O)N([C@H](C)CO)C[C@H]1C | -0.5
C[C@@H]1CN([C@H](C)CO)C(=O)Cc2cc(NS(C)(=O)=O)ccc2O[C@@H]1CN(C)Cc1ccncc1 | 0.8
O=C(C[C@@H]1CC[C@H](NC(=O)C2CCOCC2)[C@H](CO)O1)Nc1nccs1 | -0.5
CC(C)NC(=O)N[C@@H]1CC[C@@H](CC(=O)O)O[C@@H]1CO | -2.0
CO[C@H]1CN(C)C(=O)c2cc(NC(=O)c3ccccc3)ccc2OC[C@H](C)N(C)C[C@H]1C | 0.2
C[C@H]1CCCCO[C@@H](CN(C)Cc2ccc3c(c2)OCO3)[C@@H](C)CN([C@@H](C)CO)C(=O)c2cc(NC(=O)Nc3ccccc3)ccc2O1 | 0.0
C[C@H](NC(=O)C[C@H]1CC[C@@H](NC(=O)Cc2ccccn2)[C@H](CO)O1)c1ccccc1 | 1.2
O=C(Nc1ccccc1)N1C[C@@H]2[C@H](c3ccccc31)[C@@H](CO)N2Cc1ccccc1 | -0.4
C/C=C/c1cnc2c(c1)C(=O)N([C@H](C)CO)C[C@H](C)[C@H](CN(C)C(=O)CN1CCOCC1)O2 | -0.5
C[C@H](CO)N1C[C@H](C)[C@@H](CN(C)C(=O)Nc2ccc(F)cc2)Oc2ccc(N(C)C)cc2CC1=O | -15
COCCNC(=O)C[C@@H]1CC[C@@H]2[C@@H](COc3ccc(NC(=O)c4cc(C)on4)cc3C(=O)N2C)O1 | 1.0
O=C(Nc1cc(F)ccc1F)N[C@H]1CC[C@H](CCn2cc(C3CC3)nn2)O[C@@H]1CO | 0.3
COc1ccc(NC(=O)N2C[C@H](O)COC[C@@H]3O[C@H](CC(=O)N4CCCCC4)CC[C@H]32)cc1 | 0.3
COc1cccc(-c2cn(CC[C@@H]3CC[C@@H](NC(=O)CC4CC4)[C@H](CO)O3)nn2)c1 | 0.1
CC=Cc1ccc2n(c1=O)C[C@H]1[C@H](CO)[C@@H](C(=O)N3CCCCC3)N(C(=O)CC3CC3)[C@@H]21 (mixture of isomers) | 1.4
C[C@H]1CN([C@@H](C)CO)C(=O)c2ccccc2-c2ccccc2CO[C@H]1CN(C)Cc1ccc(C(F)(F)F)cc1 | 0.8
O=C(NC1CCCCC1)N1CC2(C1)[C@H](c1ccccc1)[C@H](CO)N2CC1CCOCC1 | -0.3
CC(C)C#Cc1ccc2c(c1)O[C@H](CN(C)S(C)(=O)=O)[C@H](C)CN([C@@H](C)CO)S2(=O)=O | 0.3
C[C@@H]1CCCCO[C@H](CN(C)CC2CC2)[C@H](C)CN([C@@H](C)CO)C(=O)c2cc(NC(=O)CCC(F)(F)F)ccc2O1 | -0.1
(further entries)
SMILES | TcdB inh
C[C@H]1CN([C@@H](C)CO)C(=O)c2cccc(NS(=O)(=O)c3ccc(F)cc3)c2O[C@@H]1CN(C)Cc1ccncc1 | -0.3
CN(C)CC(=O)N1[C@H](C(=O)NC2CCCC2)[C@@H](CO)[C@@H]2Cn3c(ccc(-c4ccc(F)cc4)c3=O)[C@@H]21 | 0.9
COc1ccc(S(=O)(=O)N(C)C[C@H]2Oc3c(NC(=O)c4ccncc4)cccc3C(=O)N([C@@H](C)CO)C[C@H]2C)cc1 | -0.7
CCNC(=O)[C@H]1[C@H](CO)[C@H]2Cn3c(ccc(-c4ccc(F)cc4)c3=O)[C@H]2N1Cc1cc(F)ccc1F | 1.1
O=C(C[C@@H]1C[C@@H]2c3cc(NC(=O)Nc4ccccc4)ccc3O[C@@H]2[C@H](CO)O1)NC1CCCC1 | 0.0
CO[C@H]1CN(C)C(=O)c2ccc(NC(=O)NC(C)C)cc2OC[C@@H](C)N(C(=O)NC(C)C)C[C@@H]1C | 0.6
COCC#Cc1ccc2c(c1)O[C@H](CN(C)C)[C@@H](C)CN([C@@H](C)CO)S2(=O)=O | -0.7
COc1ccc(S(=O)(=O)N[C@H]2CC[C@H](CCNC(=O)Cc3ccccn3)O[C@@H]2CO)cc1 | 0.4
O=C(C[C@@H]1CC[C@@H]2[C@H](COC[C@@H](O)CN2C(=O)c2ccncc2)O1)Nc1ccc(-c2ccccc2)cc1 | 1.2
C[C@H]1CN([C@@H](C)CO)C(=O)c2cc(C#Cc3cccnc3)cnc2O[C@H]1CN(C)Cc1ccccc1 | -0.4
O=C(Nc1ccc2c(c1)OCO2)N[C@@H]1CC[C@H](CCNC(=O)C2CCCC2)O[C@H]1CO | -1.1
C[C@H](CO)N1C[C@H](C)[C@@H](CN(C)CC2CCCCC2)Oc2ccc(NC(=O)Cc3ccccc3)cc2CC1=O | 0.2
C[C@H](CO)N1C[C@H](C)[C@H](CN(C)Cc2ccc3c(c2)OCO3)Oc2c(NC(=O)Nc3cccc4ccccc34)cccc2C1=O | 1.1
Cc1ccccc1S(=O)(=O)N1C[C@@H](O)COC[C@H]2O[C@H](CC(=O)N3CCCCC3)CC[C@@H]21 | 0.5
CS(=O)(=O)Nc1ccc2c(c1)[C@@H]1C[C@@H](CC(=O)NCc3ccncc3)O[C@H](CO)[C@@H]1O2 | -11
CC=Cc1ccc2n(c1=O)C[C@H]1[C@H](CO)[C@@H](C(=O)Nc3ccccc3)[C@@H]2N1C(=O)CC (mixture of isomers) | -0.3
COc1ccc(S(=O)(=O)N(C)C[C@H]2Oc3ccc(NS(=O)(=O)c4cccs4)cc3CC(=O)N([C@@H](C)CO)C[C@H]2C)cc1 | 0.2
COc1ccc(-c2ccc([C@H]3[C@@H](C#N)N[C@@H]3CO)cc2)cc1 | 0.1
C[C@@H]1CN([C@H](C)CO)C(=O)c2cc(-c3cccc(F)c3)cnc2O[C@@H]1CN(C)Cc1ccccn1 | -0.5
COc1ccc([Si](C)(C)[C@@H]2[C@@H](CCO)O[C@]3(C(=O)N(Cc4ccc(N5CCCCC5=O)cc4)c4ccccc43)[C@H]2C)cc1 | 1.2
CO[C@H]1CN(C)C(=O)c2cc(C#N)ccc2OC[C@H]2O[C@H](CC[C@H]2OC)CCN(C)C(=O)[C@@H]1C | -0.8
CN1C(=O)c2cc(NC(=O)C3CCOCC3)ccc2OC[C@@H]2O[C@@H](CC(=O)NCC3CC3)CC[C@@H]21 | 0.4
CCCC(=O)Nc1ccc2c(c1)OC[C@H](C)N(Cc1ccccn1)C[C@H](C)[C@H](OC)CN(C)C2=O | 0.6
C[C@H](CO)N1C[C@H](C)[C@H](CN(C)S(=O)(=O)c2cccs2)Oc2ccc(N(C)C)cc2CC1=O | -6.7
C[C@H](CO)N1C[C@H](C)[C@H](CN(C)Cc2ccc(F)cc2)Oc2cc(C#CC3CC3)ccc2S1(=O)=O | 0.3
The listing continues.
SMILES | TcdB inh
O=C(NC[C@@H]1CC[C@@H]2[C@@H](CN2S(=O)(=O)c2ccccc2)O1)NC1CCCCC1 | -2.7
COc1ccc(NC(=O)Nc2cccc3c2O[C@@H](CN(C)CC2CC2)[C@H](C)CN([C@H](C)CO)C3=O)cc1 | 0.2
COc1ccc(NC(=O)N2CC(=O)N3[C@H](C2)[C@@H](c2ccc(C4=CCCC4)cc2)[C@@H]3CO)cc1 | 1.5
COc1ccc2c3c([nH]c2c1)[C@@H](CO)N(Cc1ccccc1)CC31CN(S(=O)(=O)c2ccc(C)cc2)C1 | 0.6
Cc1noc(C)c1S(=O)(=O)N(C)C[C@@H]1Oc2ccc(NS(=O)(=O)c3ccc(Cl)cc3)cc2CC(=O)N([C@H](C)CO)C[C@H]1C | 3.3
COc1ccc(S(=O)(=O)N[C@@H]2C=C[C@@H](CC(=O)O)O[C@H]2CO)cc1 | 0.6
CC(C)NC(=O)Nc1cccc2c1O[C@@H](CN(C)C(=O)Nc1ccc3c(c1)OCO3)[C@H](C)CN([C@H](C)CO)C2=O | -0.9

Screening results from PubChem BioAssay.

Some of the compounds tested. The share of hits here may be higher or lower than overall.
